Source: PubChem BioAssay
TNAP Pi inh – human TNAP enzyme inhibitors, primary screen, biochemical, colorimetric, phosphate release readout. purified TNAP, pNPP, malachite green phosphate absorbance. inhibition, % at 20 µM. 21,000 tested, under 10 active. AID 614, 2007
Target sequence (P05186 whole entry, looked up): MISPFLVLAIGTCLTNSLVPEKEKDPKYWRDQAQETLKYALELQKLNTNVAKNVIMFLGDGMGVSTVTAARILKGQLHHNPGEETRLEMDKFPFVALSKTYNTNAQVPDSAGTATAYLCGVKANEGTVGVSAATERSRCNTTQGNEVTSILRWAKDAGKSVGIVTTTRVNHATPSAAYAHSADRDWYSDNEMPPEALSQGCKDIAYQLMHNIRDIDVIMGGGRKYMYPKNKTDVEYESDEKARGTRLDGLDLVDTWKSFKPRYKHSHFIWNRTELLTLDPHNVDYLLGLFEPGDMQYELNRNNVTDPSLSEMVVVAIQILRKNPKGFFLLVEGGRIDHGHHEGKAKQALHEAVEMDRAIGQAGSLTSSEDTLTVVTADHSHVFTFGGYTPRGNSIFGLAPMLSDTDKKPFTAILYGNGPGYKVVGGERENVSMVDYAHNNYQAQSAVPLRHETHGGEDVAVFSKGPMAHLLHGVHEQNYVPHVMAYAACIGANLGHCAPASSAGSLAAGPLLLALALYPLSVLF
TNAP inh pNP – human TNAP enzyme inhibitors, primary screen, biochemical, colorimetric, p-nitrophenol readout | Alkaline phosphatase, tissue-nonspecific isozyme (Homo sapiens), P05186 | purified TNAP, pNPP hydrolysis, absorbance 405 nm | inhibition, % at 20 µM | 21,000 tested, under 10 active;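 further: 0% = DMSO only wells and 100% = 1 mM levamisole wells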
The depositor's hits bear a star.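 How the source made its calls: active means inhibition above 50% at the 20 µM single-dose screen; inactive means the rest.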

Results for Cc1nnc2sc(-c3ccc(NC(=O)c4cccnc4)cc3)nn12 ?
TNAP Pi inh: 10; TNAP inh pNP: 5

How did COc1ccc(NC(=O)c2coc3ccccc23)cc1OC do in these assays?
TNAP Pi inh: 10; TNAP inh pNP: 2

What do the screens show for `CCn1cc(C(=O)NCCOC)c(=O)c2ccc(C)nc21`?
TNAP Pi inh: 0; TNAP inh pNP: 0

What do the screens show for `O=C(Nc1ccc(F)cc1)Nc1ccc(Cl)cn1`?
TNAP Pi inh: 10; TNAP inh pNP: 0

How did Cc1oc2c(CN3CCOCC3)c(O)ccc2c(=O)c1-c1ccccc1 do in these assays?
TNAP Pi inh: -2; TNAP inh pNP: 5

What do the screens show for `COC(=O)Cc1c(C)c2c(O)cc(C)cc2oc1=O`?
TNAP Pi inh: 5; TNAP inh pNP: -3

Results for CCC(=O)Nc1ccc(S(=O)(=O)Nc2cccnc2)cc1 ?
TNAP Pi inh: 7; TNAP inh pNP: -2

How did Cc1cccc(Nc2ncnc3ccccc23)c1 do in these assays?
TNAP Pi inh: -13; TNAP inh pNP: -1

Results for COc1ccccc1NC(=O)N(Cc1ccco1)Cc1cc2cc(C)cc(C)c2[nH]c1=O ?
TNAP Pi inh: 8; TNAP inh pNP: 3

Results for COc1cccc(-c2cnc(NCc3cc(Cl)ccc3O)n2C)c1 ?
TNAP Pi inh: 12; TNAP inh pNP: 6

Results for CCCc1cc(=O)oc2c(CN3CCN(C)CC3)c(O)c(Cl)cc12 ?
TNAP Pi inh: 6; TNAP inh pNP: 1

How did CC(=O)OC1CC(C)(C)N(OC(=O)c2ccc(N)cc2)C(C)(C)C1 do in these assays?
TNAP Pi inh: 6; TNAP inh pNP: 0

How did CC(C)(C)NC(=O)C(c1ccc(F)cc1)N(Cc1ccco1)C(=O)c1csnn1 (stereo unspecified) do in these assays?
TNAP Pi inh: 12; TNAP inh pNP: 4

Results for COc1ccc(C2NCCO2)cc1OC (stereo unspecified) ?
TNAP Pi inh: 8; TNAP inh pNP: 4

What do the screens show for `COC(=O)CN(c1ccccn1)S(=O)(=O)c1ccccc1`?
TNAP Pi inh: 11; TNAP inh pNP: 8

What do the screens show for `Cc1ccc(CNc2oc(-c3cccs3)nc2C#N)cc1`?
TNAP Pi inh: 11; TNAP inh pNP: 5

What do the screens show for `CC(=O)N1CCN(c2ccc(NCc3ccc4c(c3)OCO4)cc2)CC1`?
TNAP Pi inh: 8; TNAP inh pNP: 5

Results for Cc1noc(C)c1CSc1ncnc2sc3c(c12)CCC3 ?
TNAP Pi inh: 5; TNAP inh pNP: 2

What do the screens show for `OC(c1cccnc1)c1cccs1` (stereo unspecified)?
TNAP Pi inh: -6; TNAP inh pNP: 5

What do the screens show for `CCOC(=O)/C(C#N)=C1/SC(CC)C(=O)N1c1ccc(C)cc1` (stereo unspecified)?
TNAP Pi inh: 5; TNAP inh pNP: 0

What do the screens show for `COc1ccccc1NC1C=CS(=O)(=O)C1` (stereo unspecified)?
TNAP Pi inh: 9; TNAP inh pNP: 7

How did CC(C)N(C(=O)Cn1cnc2c(cnn2-c2ccccc2Cl)c1=O)C(C)C do in these assays?
TNAP Pi inh: 8; TNAP inh pNP: 3

Results for Cc1ccccc1NC(=O)Cn1c(C)nc2ccc(NC(=O)C3CC3)cc2c1=O ?
TNAP Pi inh: 4; TNAP inh pNP: -4

What do the screens show for `CCc1c(C(C)O)oc2ccc3c(C)cc(=O)oc3c12` (stereo unspecified)?
TNAP Pi inh: -6; TNAP inh pNP: 7

How did CCOc1ccc(CN(Cc2ccco2)C(c2cccs2)c2nnnn2C(C)(C)C)cc1 (stereo unspecified) do in these assays?
TNAP Pi inh: 9; TNAP inh pNP: 6

What do the screens show for `CN(C)c1ccc(-n2cc3c(=O)n(C)c(=O)n(C)c3c2)cc1`?
TNAP Pi inh: -1; TNAP inh pNP: -9

Results for CCSC1=C(C#N)C(c2cccc(Br)c2)CC(=O)N1 (stereo unspecified) ?
TNAP Pi inh: 9; TNAP inh pNP: 5

How did CCc1nnc2sc(-c3ccc(NC(=O)c4ccco4)cc3)nn12 do in these assays?
TNAP Pi inh: 2; TNAP inh pNP: -1

Results for Cc1cc2c(c(=O)n1Cc1ccc3c(c1)OCO3)C(c1cccnc1)C(C#N)=C(N)O2 (stereo unspecified) ?
TNAP Pi inh: 2; TNAP inh pNP: 4

Results for O=C(CCC(=O)c1cccs1)OCC(=O)N1CCN(C(=O)c2ccco2)CC1 ?
TNAP Pi inh: 7; TNAP inh pNP: 4

Results for CCOC(=O)C1=C[C@]2(CC)CCCN3CCc4c(n1c1ccccc41)[C@@H]32 ?
TNAP Pi inh: 4; TNAP inh pNP: 0

What do the screens show for `CCCCSc1nnc(-c2ccc(NC(C)=O)cc2)n1C`?
TNAP Pi inh: 7; TNAP inh pNP: 0

What do the screens show for `O=S(=O)(c1ccc(F)cc1)N1CCN(Cc2ccccc2C(F)(F)F)CC1`?
TNAP Pi inh: -4; TNAP inh pNP: -10

Results for COC(=O)c1cc(Br)c(=O)n(Cc2cccnc2)c1 ?
TNAP Pi inh: -8; TNAP inh pNP: -6

How did CCOC(=O)C1CSc2[nH]c(=O)sc2C1c1ccccc1 (stereo unspecified) do in these assays?
TNAP Pi inh: 12; TNAP inh pNP: -2

Results for CCn1c(CC(=O)Nc2ccccc2F)nnc1SCC(=O)N1CCN(c2ccccc2)CC1 ?
TNAP Pi inh: 17; TNAP inh pNP: 1

Results for Cn1c(=O)c2cn(-c3ccc4c(c3)OCCO4)cc2n(C)c1=O ?
TNAP Pi inh: 2; TNAP inh pNP: -4

What do the screens show for `CCc1ccc2[nH]c(=O)c(CN(Cc3ccc(OC)cc3)Cc3nnnn3CCOC)cc2c1`?
TNAP Pi inh: 8; TNAP inh pNP: 1

Results for CC(C)Oc1ccc(NC(=O)C2CCCNC2=O)cc1 (stereo unspecified) ?
TNAP Pi inh: -8; TNAP inh pNP: 1

Results for CCCOC(=O)C1=C(C)NC2=C(C(=O)C(C(=O)OC)C(C)C2)C1c1ccc(N(C)C)cc1 (stereo unspecified) ?
TNAP Pi inh: 9; TNAP inh pNP: 6

Results for CC(C)(C)n1nnnc1C(c1cccs1)N1CCCC2(CCCCC2)C1 (stereo unspecified) ?
TNAP Pi inh: -5; TNAP inh pNP: 1

What do the screens show for `COC(=O)c1ccc(NS(=O)(=O)c2ccc(OC)cc2)cc1`?
TNAP Pi inh: 7; TNAP inh pNP: 3

Results for CC(=O)c1ccc(NC(=O)C2CCCNC2=O)cc1 (stereo unspecified) ?
TNAP Pi inh: 8; TNAP inh pNP: 2

Results for N#C/C(=C\c1ccco1)Sc1nc2ccccc2s1 ?
TNAP Pi inh: 6; TNAP inh pNP: 3

What do the screens show for `CSc1nc2ccccc2n1C(=O)NC1CCCCC1`?
TNAP Pi inh: 6; TNAP inh pNP: 1

How did CC1CCCN(C(=O)C2CCN(CC3CC=CCC3)CC2)C1 (stereo unspecified) do in these assays?
TNAP Pi inh: 8; TNAP inh pNP: 6

Results for CN(C)S(=O)(=O)c1cccc(-c2nnc(SCc3ccc4c(c3)OCCO4)o2)c1 ?
TNAP Pi inh: 6; TNAP inh pNP: 2

How did COc1ccc(CCn2c(=N)c(C#N)cc3c(=O)n4ccccc4nc32)cc1 do in these assays?
TNAP Pi inh: -31; TNAP inh pNP: -4

What do the screens show for `CC1(C)CC(=O)C(C=NCCCn2ccnc2)=C(O)C1`?
TNAP Pi inh: 2; TNAP inh pNP: -3

How did C=CCNC(=O)c1c(N)n(-c2ccc3c(c2)OCO3)c2nc3ccccc3nc12 do in these assays?
TNAP Pi inh: -4; TNAP inh pNP: -11

Results for O=c1c2[nH]c3ccccc3c2ncn1Cc1ccccn1 ?
TNAP Pi inh: 9; TNAP inh pNP: 5

What do the screens show for `COc1ccc(CCNC(=O)c2cnn(-c3ccc(C)c(C)c3)c2NC(=O)c2ccco2)cc1OC`?
TNAP Pi inh: 0; TNAP inh pNP: 0

What do the screens show for `Cc1cc(C)c(N2C(=NC(=O)CCCC(=O)O)SC3CS(=O)(=O)CC32)c(C)c1` (stereo unspecified)?
TNAP Pi inh: 8; TNAP inh pNP: 2

Results for O=C(NC1CCCCCC1)c1cc2n(n1)C(C(F)(F)F)CC(c1ccco1)N2 (stereo unspecified) ?
TNAP Pi inh: 7; TNAP inh pNP: 1

Results for Cc1nccn1-c1c2c(c(C#N)c3nc4ccccc4n13)CCC2 ?
TNAP Pi inh: 6; TNAP inh pNP: 0

Results for Cc1cc(C)cc(OCc2ccc(C(=O)O)o2)c1 ?
TNAP Pi inh: 11; TNAP inh pNP: 3

Results for CCN(CC)c1nc2ccccc2n2cnnc12 ?
TNAP Pi inh: 21; TNAP inh pNP: 11

How did C#Cc1ccc(C(=O)Nc2cc(C(N)=O)ccc2N2CCOCC2)cc1 do in these assays?
TNAP Pi inh: -20; TNAP inh pNP: 3

Results for Cc1nc(N2CCN(Cc3ccccc3)CC2)nc2c1C(=O)CC(C)C2 (stereo unspecified) ?
TNAP Pi inh: 9; TNAP inh pNP: 4

Results for CCN(CC)CCNC(=O)c1ccccc1N ?
TNAP Pi inh: 6; TNAP inh pNP: 2

How did COc1cc(-c2nnc3n2N=C(c2ccccc2)CS3)cc(OC)c1OC do in these assays?
TNAP Pi inh: 13; TNAP inh pNP: 5

Results for COc1ccc(CCCc2nnc(SCC(=O)Nc3cc(C)c(C)cc3Br)o2)cc1 ?
TNAP Pi inh: 14; TNAP inh pNP: 6

Results for CC(=O)Oc1ccccc1C1OC(=O)c2ccccc2N1C(C)=O (stereo unspecified) ?
TNAP Pi inh: 0; TNAP inh pNP: 0

How did COc1ccc(-n2c(O)c(C=NC3CC3)c(=O)[nH]c2=O)cc1 do in these assays?
TNAP Pi inh: -5; TNAP inh pNP: 5

Results for CCOc1cc(C)nc(N2CCN(C3CCCCC3)CC2)n1 ?
TNAP Pi inh: 9; TNAP inh pNP: 6

Results for Cc1ccc2nc3c(cc(C#N)c(=O)n3-c3nccs3)c(=O)n2c1 ?
TNAP Pi inh: 11; TNAP inh pNP: -1

How did O=C(CCn1nnc2ccccc21)Nc1nnc(Cc2ccc(F)cc2)s1 do in these assays?
TNAP Pi inh: -16; TNAP inh pNP: 4

What do the screens show for `COC(=O)CSc1ncnc2c1sc1nc(-c3ccco3)c3c(c12)CC(C)(C)OC3`?
TNAP Pi inh: -3; TNAP inh pNP: -1

Results for O=C(NCC1CCCO1)C(C(=O)c1ccc(F)cc1)n1ccccc1=O (stereo unspecified) ?
TNAP Pi inh: 4; TNAP inh pNP: -3

How did CC1(C)Cc2c(C#N)c(N3CCN(C(=O)c4ccccc4)CC3)nc(-c3ccco3)c2CS1 do in these assays?
TNAP Pi inh: 7; TNAP inh pNP: 2

What do the screens show for `COc1ccc(CCC(=O)N2CCc3ccccc32)cc1`?
TNAP Pi inh: 8; TNAP inh pNP: 5

How did O=C(Cn1nnc(-c2ccccc2F)n1)Nc1ccc(S(=O)(=O)NC2CCCC2)cc1 do in these assays?
TNAP Pi inh: -1; TNAP inh pNP: -8

How did C=CCn1c(Cc2cccs2)nnc1SCC(=O)Nc1ccc(OC)cc1 do in these assays?
TNAP Pi inh: 10; TNAP inh pNP: 5

How did Cc1ccc(N2CC(C(=O)NCCCn3ccnc3)CC2=O)cc1 (stereo unspecified) do in these assays?
TNAP Pi inh: 8; TNAP inh pNP: 2

What do the screens show for `O=C(Cc1cccs1)Nc1ccc(S(=O)(=O)Nc2ncccn2)cc1`?
TNAP Pi inh: 8; TNAP inh pNP: 4

Results for O=C(CN(C(=O)CNC(=O)c1ccco1)c1ccc2c(c1)OCO2)NC1CCCCC1 ?
TNAP Pi inh: 8; TNAP inh pNP: 0

Results for COc1ccccc1CNC(=O)Cn1nnc(-c2ccncc2)n1 ?
TNAP Pi inh: 5; TNAP inh pNP: 1

What do the screens show for `C=CCn1c(=N)n(CC(=O)OC)c2ccccc21`?
TNAP Pi inh: 11; TNAP inh pNP: 6

How did c1csc(Cn2nnnc2CN2CCN(c3nc4ccccc4s3)CC2)c1 do in these assays?
TNAP Pi inh: 11; TNAP inh pNP: 7

What do the screens show for `CN(Cc1ccccc1)c1ncnc2ccc(Br)cc12`?
TNAP Pi inh: -10; TNAP inh pNP: -8

What do the screens show for `Cn1nnnc1SCC(=O)NCCCc1ccccc1`?
TNAP Pi inh: 6; TNAP inh pNP: 0

How did COc1ccc(CN2CCN(c3ncccn3)CC2)c(OC)c1 do in these assays?
TNAP Pi inh: -10; TNAP inh pNP: 1

What do the screens show for `CCN1CC=C2C(C#N)=C(N)C(C#N)(C#N)[C@H](c3cccc(OC)c3OC)[C@H]2C1`?
TNAP Pi inh: -7; TNAP inh pNP: -4

What do the screens show for `CC(=O)c1cc(C)ccc1OC(=O)c1cccnc1`?
TNAP Pi inh: -23; TNAP inh pNP: 2

Results for Cc1ccc2cc3c(N)c(C(=O)N4CCOCC4)sc3nc2c1 ?
TNAP Pi inh: 5; TNAP inh pNP: 1

Results for Cc1ccc(C(=O)CC2(O)C(=O)N(CCc3ccccc3)c3ccc(Br)cc32)o1 (stereo unspecified) ?
TNAP Pi inh: -6; TNAP inh pNP: 4

Three compounds drawn at random from the list so far, as already listed:
Results for O=C(CN(C(=O)CNC(=O)c1ccco1)c1ccc2c(c1)OCO2)NC1CCCCC1 ?
TNAP Pi inh: 8; TNAP inh pNP: 0

Results for Cc1ccc(C(=O)CC2(O)C(=O)N(CCc3ccccc3)c3ccc(Br)cc32)o1 (stereo unspecified) ?
TNAP Pi inh: -6; TNAP inh pNP: 4

What do the screens show for `CN(Cc1ccccc1)c1ncnc2ccc(Br)cc12`?
TNAP Pi inh: -10; TNAP inh pNP: -8

4 successive compounds out of the list so far:
What do the screens show for `CCN1CC=C2C(C#N)=C(N)C(C#N)(C#N)[C@H](c3cccc(OC)c3OC)[C@H]2C1`?
TNAP Pi inh: -7; TNAP inh pNP: -4

What do the screens show for `CC(=O)c1cc(C)ccc1OC(=O)c1cccnc1`?
TNAP Pi inh: -23; TNAP inh pNP: 2

Results for Cc1ccc2cc3c(N)c(C(=O)N4CCOCC4)sc3nc2c1 ?
TNAP Pi inh: 5; TNAP inh pNP: 1

Results for Cc1ccc(C(=O)CC2(O)C(=O)N(CCc3ccccc3)c3ccc(Br)cc32)o1 (stereo unspecified) ?
TNAP Pi inh: -6; TNAP inh pNP: 4

Not all compounds are listed (hit frequency here may not be typical).
